aSyn tox rescue – qHTS of alpha-syn Inhibitors: NCGC Sytravon Library Screen. 94,000 compounds, 0.02% hits. AID 1347070, 2019. S. cerevisiae alpha-synuclein toxicity rescue, BacTiter-Glo growth, 24 h. Potency, µM (series often up to 46.1 µM), without a hit: at the highest dose growth rescue (activation), actives largely listed as activators; active = well fitted activation curve with a large enough effect; inconclusive = small, poorly fitted or top-dose-only effect; note: 0% is about no effect
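Growth restoration measured by BacTiter-Glo luminescence after 24 hr at 30 deg C; alpha-synuclein yeast, raffinose-pregrown to mid-log, were added at OD600=0.02 in galactose medium onto pinned compounds.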
* marks the source's active call; other numbers are inactive results; u = inconclusive; [ ] = another dose, or the depositor's remark. Potency is the fitted concentration of half-maximal effect. Only part of the results is shown; the hit share may differ from the screen's.

cpd | smiles | aSyn tox rescue
1 | O=C(N/N=C/c1ccc(-c2ccc([N+](=O)[O-])cc2)o1)[C@H]1C[C@@H]1c1ccccc1 | -1%
2 | CCOc1ccc(NC(=O)CSc2nc(C)c(C(=O)Nc3ccccc3)c(-c3ccc(Cl)cc3)c2C#N)cc1 | 3%
3 | COc1ccc(CCN2CC(C(=O)Nc3ccccc3F)CC2=O)cc1OC (configuration not stated) | 0%
4 | Cc1cccc(S(=O)(=O)Nc2nc3ccccc3nc2Nc2ccc3c(c2)OCO3)c1 | -8%
5 | Cc1ccc(CNC(=O)C2CCN(Cc3nc(-c4cccc(Br)c4)oc3C)CC2)cc1 | 1%
6 | N#Cc1ccc(NCC(=O)Nc2ccc3c(c2)OCCO3)cc1 | -1%
7 | Cc1ccc(NC(=O)CN2C(=O)CSc3ccc(S(=O)(=O)N4CCCC4)cc32)cc1F | -9%
8 | Cc1csc(NC(=O)CCC(=O)N(CC(=O)NC2CCCC2)c2ccccc2)n1 | -1%
9 | COc1ccc(/C=C(\NC(=O)c2ccccc2)C(=O)NCc2ccco2)cc1OC | -5%
10 | Cc1ccc(NC(=S)N(CCCN(C)C)Cc2cc3cc4c(cc3[nH]c2=O)OCO4)cc1 | 13%

Brought forward from above: 3 compounds; new compounds follow.
cpd | smiles | aSyn tox rescue
8 | Cc1csc(NC(=O)CCC(=O)N(CC(=O)NC2CCCC2)c2ccccc2)n1 | -1%
9 | COc1ccc(/C=C(\NC(=O)c2ccccc2)C(=O)NCc2ccco2)cc1OC | -5%
10 | Cc1ccc(NC(=S)N(CCCN(C)C)Cc2cc3cc4c(cc3[nH]c2=O)OCO4)cc1 | 13%
11 | COc1ccccc1CNC(=O)CCCCn1c(=O)c2ccccc2n(Cc2ccccc2C)c1=O | -8%
12 | CSc1ccc(CCNC(=O)c2ccc3c(c2)c(C)c(C)n3Cc2ccc(F)cc2)cc1 | -4%
13 | CNC(=O)c1sc2nc(-c3ccc(OC)cc3)cn2c1C | 1%
14 | COc1cc(NC(=O)C2=CC(c3ccc(F)cc3)=NS(=O)(=O)N2C)cc(OC)c1OC | -1%
15 | CSc1cccc(NC(=O)C2CCN(C(=O)c3cnn(-c4ccccc4)c3-n3cccc3)CC2)c1 | 12%
16 | COc1cc2[nH]c(=O)n(CCCC(=O)N3CCN(c4cccc(C(F)(F)F)c4)CC3)c(=O)c2cc1OC | -19%
17 | CCC(SC1=NCCS1)C(=O)Nc1nnc(-c2ccccc2OC)s1 (configuration not stated) | -7%
18 | COCCNC(=O)CSc1c2c(nc3cc(Cl)ccc13)CCCC2 | 1%
19 | COc1cccc(/C=C(\C#N)c2nc3ccccc3c(=O)[nH]2)c1OC | -2%
20 | COc1ccc(Cn2c(C(=O)O)c(CNCc3cccs3)c3ccc(C)cc32)cc1 | 10%
21 | CC(=O)Nc1ccc(S(=O)(=O)NCCC(=O)NCc2ccco2)cc1 | 0%
22 | CC1CCN(C(=O)CSc2nnc(-c3cccnc3)o2)CC1 | 11%
23 | Cn1c(SCc2cccc(F)c2)nc2c([nH]c3ccccc32)c1=O | -4%
24 | COc1ccc2[nH]c(=O)c(CNc3cc(C)ccc3C)cc2c1 | -3%
25 | Cc1nn2c(=O)cc(COC(=O)c3ccc(NC(=O)COc4ccccc4F)cc3)nc2s1 | -4%
26 | Cc1ccc(Sc2c(C)nn(C(C)(C)C)c2OC(=O)CC(C)C)cc1 | -8%
27 | O=c1onc(-c2ccccc2)n1-c1cc(Cl)cc(Cl)c1 | -2%
28 | COc1ccccc1-c1cc2nc(C)c(CCC(=O)NCc3cccc(Cl)c3)c(C)n2n1 | 6%
29 | Cc1cccn2cc(CCNC(=O)c3cccs3)nc12 | 4%
30 | CCn1c2ccccc2c2cc([N+](=O)[O-])ccc21 | -4%
31 | CCOc1ccc(-c2nonc2NC(=O)c2ccco2)cc1 | -20%
32 | Cc1cccn2c(=O)nc(SCC(=O)N3CCCCC3)nc12 | 4%
33 | O=C(Cn1cnc(S(=O)(=O)N2CCCC2)c1)Nc1ccccc1 | 2%
34 | Cc1ccc(NCc2cccn2-c2nnc(N3CCC(C(=O)NCc4ccc(OC(C)C)cc4)CC3)s2)cc1 | 6%
35 | Cc1nc(-c2ccc(S(=O)(=O)Nc3ccc(C#N)cc3)cc2)co1 | -7%
36 | COc1ccccc1NC(=O)C1=C(C)Nc2nc(SCC(=O)c3ccc(C)cc3)nn2C1c1ccc(F)cc1 (configuration not stated) | -11%
37 | Cc1cc(C)c(S(=O)(=O)N2CCN(C(=O)CC(C)n3nc(C)nc3C)CC2)c(C)c1 (configuration not stated) | -1%
38 | COc1ccc(N2CC(NC(=O)C3CCCCC3)CC2=O)cc1OC (configuration not stated) | 9%
39 | COc1cccc(NS(=O)(=O)c2cc(-c3cnc(C4CC4)o3)ccc2C)c1 | 2%
40 | O=C(Cn1cc2c(n1)CCCCC2)Nc1ccccc1Br | u
41 | COc1cccc(C(=O)Nc2cccc(-c3ccc4nncn4n3)c2)c1OC | -2%
42 | CCC1CN(S(=O)(=O)c2cc(-c3cc(C)no3)ccc2C)c2cc(Cl)ccc2O1 (configuration not stated) | -2%
43 | COc1ccc(CCCc2nnc(SCC(=O)Nc3ccc(OC)cc3)o2)cc1 | 2%
44 | CCCc1noc(-c2ccc(NCc3ccc(C)cc3)c([N+](=O)[O-])c2)n1 | -5%
45 | CS(=O)(=O)N(CC(=O)Nc1ccc(F)cc1)C1CCCCC1 | 3%
46 | CCOc1ccccc1NC(=O)c1c2c(nc3ccccc13)C(=O)N(C1CCCCC1)C2 | 1%
47 | O=S(=O)(Nc1cccc(-c2nc3cccnc3s2)c1)c1cccs1 | 1%
48 | Cc1ccc(NC(=S)NNc2ncc(C(F)(F)F)cc2Cl)cc1 | -1%
49 | NS(=O)(=O)c1cccc(NC(=O)Cn2nc(C(=O)O)c3ccccc3c2=O)c1 | -11%
50 | CC(=O)c1cccc(N=Nc2c(-c3ccccc3)[nH]n(-c3ccccc3)c2=O)c1 | -1%
51 | CC(C)c1ccc(NC(=O)c2cnc3sc(N4CCCC4)nn3c2=O)cc1 | -7%
52 | CCc1nnc2c3ccccc3nc(N3CCN(c4ccc(C)cc4C)CC3)n12 | 1%
53 | O=C(CCNS(=O)(=O)c1ccccc1)N1CCCCCCC1 | 3%
54 | COc1ccc(OC)c(S(=O)(=O)N2CCCC2C(=O)N2CCc3ccccc3C2)c1 (configuration not stated) | 2%
55 | COc1ccc(OC)c(CNC(=O)c2ccc(Sc3ccc(C)cc3)c(N)c2)c1 | 23%
56 | Cc1ccc(Cl)cc1NC(=O)N1CCc2cc(S(=O)(=O)N3CCC(C)CC3)ccc21 | 2%
57 | CCc1nnc(NS(=O)(=O)c2ccc(N/C=C\C(=O)c3cccc(OC)c3)cc2)s1 | 14%
58 | CCOC(=O)c1ccc(NC(=O)CSc2nc(-c3ccc(F)cc3)cc(C(F)(F)F)c2C#N)cc1 | 2%
59 | Cc1ccc(CCNC(=O)c2nnc(CS(=O)(=O)c3ccccc3)o2)cc1 | 5%
60 | C/C(=N\O)C(C)Oc1ccc(Cl)cc1 (configuration not stated) | -3%

Remaining list, next part.
no.	SMILES	aSyn tox rescue
61	O=C(Nc1ccc(Br)cc1)C1CCN(c2cnccn2)CC1	-4%
62	CCc1ccc(NC(=O)C(CC)n2nnc(C(=O)OC)c2C(=O)OC)cc1 (configuration not stated)	1%
63	Cc1cccc(NC(=O)c2cccc(S(=O)(=O)N3CCCC3)c2)n1	-3%
64	O=C(NCCc1ccccc1)C(=O)NCC(c1cccs1)S(=O)(=O)c1cccs1 (configuration not stated)	-5%
65	Cc1ccc(NC(=O)C2CCN(S(=O)(=O)c3ccc4c(c3)CCCC(=O)N4)CC2)c(Cl)c1	2%
66	Cc1cc(Br)ccc1NC(=O)c1cc2c(s1)-c1ccccc1SC2	-19%
67	CCCn1c(=O)c2sccc2n2c(CCCC(=O)N3CCN(c4ccccc4)CC3)nnc12	5%
68	CN(CCC#N)Cc1cc(=O)oc2ccc3ccccc3c12	12%
69	Cc1ccccc1C(=O)Nc1ccc(C(=O)OCc2cc(=O)n3c4c(sc3n2)CCCC4)cc1	-6%
70	Cc1ccc(S(=O)(=O)N/N=C/c2ccc(O)cc2O)cc1[N+](=O)[O-]	0%
71	Cc1ccc(C(=O)Nc2cccc(OCc3cc(=O)n4c5c(sc4n3)CCCC5)c2)cc1	-7%
72	CC(=O)N(Cc1ccccc1)c1ccccc1C(=O)O	8%

Screen by screen, from the results shown:
aSyn tox rescue, entries 63–69, in order: -3%, -5%, 2%, -19%, 5%, 12%, -6%

Going on with the list:
no.	SMILES	aSyn tox rescue
73	CC(=O)Nc1ccc(C(=O)OCC(=O)N2CCCC2)cc1	-5%
74	COC(=O)c1sccc1NC(=O)CSCCc1ccccn1	8%
75	CC(=O)N1CCc2cc(CNS(=O)(=O)c3ccc(F)cc3)ccc21	0%
76	Cc1ccc(S(=O)(=O)c2cn(Cc3ccccc3Cl)c3ccc(F)cc3c2=O)cc1	-40%[inhibitor]
77	Cc1ccc(C(CNS(=O)(=O)c2ccccc2)N2CCN(C)CC2)cc1 (configuration not stated)	2%
78	CCOc1ccc(NC(=O)CCNS(=O)(=O)c2cccs2)cc1	6%
79	CCCN(CCC)C(=O)Cn1c(=O)n(-c2ccc(C)cc2)c(=O)c2ccc(C(=O)NCc3ccccc3Cl)cc21	6%
80	O=C(Cn1nnc(-c2ccccc2)n1)N/N=C/c1ccc(-c2ccc(Cl)cc2)o1	3%
81	Cc1ccnc(SCc2cn3c(C)cccc3n2)n1	-6%
82	COC(=O)c1ccc(CSc2nc3ccncc3n2Cc2ccc(F)cc2)cc1	1%
83	O=C(NC1CCN(Cc2ccccc2)CC1)c1ccc(CS(=O)c2ccccc2Cl)o1 (configuration not stated)	7%
84	OCCC#Cc1ccc(CN2CCN(Cc3ccsc3)C(CCO)C2)cc1 (configuration not stated)	3%
85	Cc1ccc(C)c(-n2cc(-c3ccccc3)nc2SCC(=O)Nc2ccccc2)c1	11%
86	COc1cccc(CC(=O)OCC(=O)Nc2c(C)nn(-c3ccccc3)c2C)c1	2%
87	C[C@@H]1CN([C@H](C)CO)C(=O)CCCn2nncc2CO[C@@H]1CN(C)C(=O)c1ccccc1	3%
88	O=C(Nc1ccccc1C(F)(F)F)c1ncn[nH]1	3%
89	COc1ccc(-c2nc3c4ccccc4n(CC(=O)N4CCN(c5ccc(F)cc5)CC4)c(=O)n3n2)cc1	-9%
90	COc1ccc(Cl)cc1NS(=O)(=O)c1ccc2[nH]c3c(c2c1)CCCC3	u
91	CC(=O)Nc1ccc(S(=O)(=O)Nc2cc3c(cc2C(C)=O)OCO3)cc1	8%
92	CCCCN(C(=O)c1ccc2c(c1)OCO2)C1CCS(=O)(=O)C1 (configuration not stated)	-2%
93	Cc1ccc(S(=O)(=O)N(C)C)cc1NC(=O)COC(=O)CCC1CCCCC1	6%
94	O=C(Nc1ccc(S(=O)(=O)Nc2cnc3ccccc3n2)cc1)c1ccc(F)cc1	4%
95	CC(C)CC(=O)Nc1ccc2c(c1)nc(CCN1CCOCC1)n2C	9%
96	Cc1csc2nc(COC(=O)c3ccc(NC(=O)C(C)C)cc3)cc(=O)n12	1%

Reformatted as labelled records: four of the compounds above.
87	C[C@@H]1CN([C@H](C)CO)C(=O)CCCn2nncc2CO[C@@H]1CN(C)C(=O)c1ccccc1
  aSyn tox rescue: 3%
88	O=C(Nc1ccccc1C(F)(F)F)c1ncn[nH]1
  aSyn tox rescue: 3%
89	COc1ccc(-c2nc3c4ccccc4n(CC(=O)N4CCN(c5ccc(F)cc5)CC4)c(=O)n3n2)cc1
  aSyn tox rescue: -9%
90	COc1ccc(Cl)cc1NS(=O)(=O)c1ccc2[nH]c3c(c2c1)CCCC3
  aSyn tox rescue: u

The results go on:
no.	SMILES	aSyn tox rescue
97	CN1CCN(c2ccc(S(=O)(=O)N3CCCCC3)cc2NC(=O)/C=C/c2ccc(OC(F)F)cc2)CC1	1%
98	CCc1ccccc1Nc1nc2ccccc2n1C(C)C	-9%
99	CN(C)S(=O)(=O)N1CCN(c2ccc([N+](=O)[O-])c(N3CCCCC3)c2)CC1	8%
100	OCCC1CN(Cc2cn[nH]c2C2CCCCC2)CCN1C1CCCCC1 (configuration not stated)	3%
101	CN(C)C(=S)SCCn1c(N)nc(N(C)C)nc1=O	0%
102	Cc1c(C(=O)Nc2ccc3c(c2)OCO3)oc2ccccc12	-3%
103	Cc1ccc(Cl)cc1N1CCN(C(=O)C2CCN(S(=O)(=O)c3c(C)noc3/C=C/c3ccccc3F)CC2)CC1	3%
104	Cc1cccn2c(=O)c(C(=O)N3CCN(c4ccccc4)CC3)cnc12	-10%
105	Cc1ccc(OCC(=O)OCC(=O)NC2CCCCCC2)cc1C	-8%
106	Cc1cc(=O)[nH]c(N/N=C/c2cc(C)n(-c3ccccc3)c2C)n1	-10%
107	CCC(=O)Oc1ccc(C(=O)Nc2ccc3c(c2)OCO3)cc1	-8%
108	Cc1cc([N+](=O)[O-])nn1CC(=O)N1CCOCC1	-3%
109	COc1cccc(NC(=O)CC2Nc3cc(C)c(C)cc3NC2=O)c1 (configuration not stated)	-8%
110	COc1cc(C2CC(=O)c3c([nH]c(C(=O)OCc4ccc(C)cc4)c3C)C2)cc(OC)c1OC (configuration not stated)	-5%
111	CCOc1ccc(S(=O)(=O)Nc2ccc(C(=O)NCC(c3ccco3)N3CCCCC3)cc2)cc1 (configuration not stated)	7%
112	COc1ccc(C(=O)c2oc3ccccc3c2NC(=O)COc2cccc(C)c2C)cc1	-11%
113	CCn1cc(C(=O)Nc2ccc(Cl)cc2Cl)cn1	7%
114	CC(NC(=O)CSc1n[nH]c(-c2ccccc2Cl)n1)c1nc2ccccc2[nH]1 (configuration not stated)	-2%
115	COc1ccc(C(=O)Nc2ccc(-c3nnc4n3CCCCC4)cc2)cc1OC	-3%
116	CC(C)(C)c1ccc(C2Sc3ccccc3NC3=C2C(=O)c2ccccc23)cc1 (configuration not stated)	1%
117	CCOC(=O)c1ccc(NC(=O)CCS(=O)(=O)c2ccc3c(c2)oc(=O)n3C)cc1	-4%
118	C[C@@H]1CN([C@H](C)CO)C(=O)CCCn2nncc2CO[C@H]1CN(C)Cc1ccc(Cl)c(Cl)c1	5%
119	COc1ccc(/C=C2/SC(=S)N(CCCC(=O)Nc3cccc(O)c3)C2=O)cc1	-4%
